# Screening data from PubChem BioAssay.
# N370S GC = inhibitors or activators of N370S glucocerebrosidase for Gaucher disease; P04062; N370S GC spleen homogenate, 4MU-glucoside fluorescence; Potency, µM (highest dose often 59.4 µM), without a hit: at the highest dose activity change, negative = inhibition, hits mostly inhibitors; actives 0.092% (n = 330,000); AID 2101;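 note: 0% = full enzyme activity and -100% = no enzyme basal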
# TDP1 inh = blocks human tyrosyl-DNA phosphodiesterase 1; Q9NUW8; recombinant TDP1, AlphaScreen DNA substrate cleavage; Potency, µM (top dose mostly 130 µM), inactives show at the highest dose activity change, negative = inhibition, most hits filed as inhibitors; actives 0.28% (n = 350,000); note: nearly all actives have a fitted effect of over 40% in size
# Target sequence (Q9NUW8 whole entry, looked up): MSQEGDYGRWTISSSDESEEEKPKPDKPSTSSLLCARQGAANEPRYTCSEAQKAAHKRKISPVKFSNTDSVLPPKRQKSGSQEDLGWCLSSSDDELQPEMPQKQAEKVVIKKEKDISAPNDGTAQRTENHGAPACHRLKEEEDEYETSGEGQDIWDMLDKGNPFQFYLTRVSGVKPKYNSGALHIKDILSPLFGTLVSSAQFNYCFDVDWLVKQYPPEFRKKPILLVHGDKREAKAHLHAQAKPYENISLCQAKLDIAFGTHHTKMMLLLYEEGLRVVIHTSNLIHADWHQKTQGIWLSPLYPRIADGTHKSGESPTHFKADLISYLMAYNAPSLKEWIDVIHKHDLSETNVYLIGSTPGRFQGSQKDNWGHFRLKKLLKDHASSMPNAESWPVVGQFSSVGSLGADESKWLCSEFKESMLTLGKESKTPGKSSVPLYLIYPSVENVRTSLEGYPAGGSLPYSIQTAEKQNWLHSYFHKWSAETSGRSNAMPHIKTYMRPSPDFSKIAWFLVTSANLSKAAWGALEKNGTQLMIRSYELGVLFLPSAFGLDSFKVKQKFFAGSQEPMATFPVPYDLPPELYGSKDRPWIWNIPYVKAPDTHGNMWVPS
#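 Recombinant human Tdp1 (E. coli-expressed, 1 nM final) preincubated with compounds 15 min at room temperature, then 5'-biotin/3'-phosphotyrosine-FITC DNA substrate (15 nM final) added for 5 min. AlphaScreen beads (10 ug/ml final) added 10 min; cleavage lowers signal.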
# FEN1 inhibitor = human FEN1 inhibition. Recombinant FEN1 flap cleavage, fluorescence, 15 min. Potency, µM (top dose mostly 114 µM), for inactives: at the top dose activity change, negative = inhibition, actives largely listed as inhibitors. actives 0.35% (n = 390,000). AID 588795; note: nearly all actives have a fitted effect of over 65% in size
# Target sequence (P39748 whole entry, looked up): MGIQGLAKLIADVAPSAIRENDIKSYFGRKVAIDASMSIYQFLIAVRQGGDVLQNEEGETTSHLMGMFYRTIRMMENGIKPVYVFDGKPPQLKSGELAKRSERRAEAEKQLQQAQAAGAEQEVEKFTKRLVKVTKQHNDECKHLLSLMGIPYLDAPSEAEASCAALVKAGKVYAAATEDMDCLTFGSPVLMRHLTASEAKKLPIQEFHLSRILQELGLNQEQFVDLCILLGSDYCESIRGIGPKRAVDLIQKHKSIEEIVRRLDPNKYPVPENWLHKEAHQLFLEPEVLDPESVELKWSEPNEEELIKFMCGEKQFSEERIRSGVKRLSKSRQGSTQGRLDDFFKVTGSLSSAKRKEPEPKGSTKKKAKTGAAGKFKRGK
#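 FEN1 at 10 nM, compound pretreatment for 15 min (room temperature), 50 nM final substrate to initiate; endpoint reads at 0 and 15 min; DMSO-only plates used as vehicle background.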
# The depositor's hits bear a star; ? = inconclusive; nt = no result given; & = joins results of further samples; [ ] = remark or other dose. Calls come from the whole dose curve; as a rule, active = well fitted curve in the direction sought with a large enough effect; inconclusive = small, poorly fitted or top-dose-only effect, or another doubt; inactive = no such curve, though single readings can be large; an effect the other way counts as inactive or inconclusive. Unless noted, % is set by controls: 0 for no effect and ±100 for the full control effect; potency is the fitted concentration of half-maximal effect.
SMILES	N370S GC	TDP1 inh	FEN1 inhibitor
O=C(CN1CCN(c2ccc(Cl)cc2)CC1)NCc1ccccc1	1%	-3%	-18%
COc1cc(/C=N/NC(=O)c2sc3nc(C)cc(C)c3c2N)ccc1O	-6%	nt	1%
C[C@H]1C(c2ccccc2)=NN(c2ccccc2)[C@@H]1CO	?	-7%[234 µM]	nt
CCOc1ccc(S(=O)(=O)N(C)c2ccc(OCC(=O)N3c4ccc(C)cc4C4CN(C)CCC43)cc2)cc1 (stereo not given)	-1%	3%	5%
O=C(c1cnc2sccn2c1=O)N1CCc2ccccc2C1	10%	2%	7%
OCCCNC(=S)Nc1ccc(Br)cc1Cl	-3%	0%	6%
COc1ccc2[nH]cc(C(=O)CN3CCCCC3)c2c1	3%	-2%	-6%
O=C(CSc1nnc(-c2cccnc2)o1)Nc1ccccc1Br	4%	1%[0.0935 µM]	4%
COCCCn1c(C)csc1=Nc1cccnc1	-17%	3%	-4%
N#Cc1cnn2c1nc(N1CCCCC1)c1ccccc12	18%	10%	-9%
NS(=O)(=O)c1ccc(CCNC(=O)C(=O)NCC2OCCN2C(=O)c2ccc3c(c2)OCO3)cc1 (stereo not given)	4%	2%	-12%
COc1ccc([C@@H]2[C@@H]3C(=O)N(C(C)(C)C)C(=O)[C@@H]3[C@]3(Cc4ccccc4)C(=O)N(c4cccc(F)c4)C(=O)N23)cc1	-7%	nt	4%
CCOC(=O)N/N=C\c1ccc(OC/C=C/c2ccccc2)cc1	-8%	3%[56.1 µM]	-12%
COc1cccc(OCC(=O)NNC(=O)c2ccc(-c3ccccc3)cc2)c1	10%	2%	10%
Cc1ccc(S(=O)(=O)N2CCC(C(=O)NNC(=O)C3CC3)CC2)cc1Cl	-1%	3%	6%
CCN1C(=O)[C@@H]2[C@H](C1=O)[C@@H]1CC(C(=O)OC)=C[C@@H](C(=O)OC)C3C1=C(C(=O)C3(CC)CC)[C@@H]2C (stereo not given in full)	-3%	8%	15%&-12%
O=C(Nc1ccc(Cl)c(Cl)c1)c1ccc2c(c1)OCO2	-14%	-1%	-11%
Cc1cccc(Nc2nnc(SCc3cn4ccsc4n3)s2)c1	2%[2.35 µM]	6%	-14%
COc1ccc(C2C(C(=O)N3CCN(c4ccccn4)CC3)CCC(=O)N2c2cc(OC)c(OC)c(OC)c2)cc1 (stereo not given)	-8%	-3%	16%
CN(C)c1ccc(C(=S)N2CCN(c3ccccc3)CC2)cc1	-21%[2.35 µM]	8%	-1%
Fc1ccccc1COc1ccc2ccccc2c1CNc1nn[nH]n1	-3%	5%	1%
O=C(CN1C(=O)NC2(CCCC2)C1=O)Nc1cc(S(=O)(=O)N2CCCCC2)ccc1Cl	nt	0%	1%
CN(C)S(=O)(=O)c1ccc(Cl)c(NC(=O)CN2CCN(Cc3ccc4c(c3)OCO4)CC2)c1	-9%	7%	6%
CC(=O)NC(CCS(C)(=O)=O)C(=O)Nc1ccc(C)c(F)c1 (stereo not given)	-26%	2%	1%

# 6 entries already listed, arranged by SMILES length, high to low:
SMILES	N370S GC	TDP1 inh	FEN1 inhibitor
O=C(CN1C(=O)NC2(CCCC2)C1=O)Nc1cc(S(=O)(=O)N2CCCCC2)ccc1Cl	nt	0%	1%
COc1cccc(OCC(=O)NNC(=O)c2ccc(-c3ccccc3)cc2)c1	10%	2%	10%
CCOC(=O)N/N=C\c1ccc(OC/C=C/c2ccccc2)cc1	-8%	3%[56.1 µM]	-12%
CN(C)c1ccc(C(=S)N2CCN(c3ccccc3)CC2)cc1	-21%[2.35 µM]	8%	-1%
Fc1ccccc1COc1ccc2ccccc2c1CNc1nn[nH]n1	-3%	5%	1%
Cc1cccc(Nc2nnc(SCc3cn4ccsc4n3)s2)c1	2%[2.35 µM]	6%	-14%

# The listing picks up with the 2 entries that preceded the break.
SMILES	N370S GC	TDP1 inh	FEN1 inhibitor
CN(C)S(=O)(=O)c1ccc(Cl)c(NC(=O)CN2CCN(Cc3ccc4c(c3)OCO4)CC2)c1	-9%	7%	6%
CC(=O)NC(CCS(C)(=O)=O)C(=O)Nc1ccc(C)c(F)c1 (stereo not given)	-26%	2%	1%
Cc1ccc(NC(=O)C(CC(=O)O)C2CCCO2)c(C)c1 (stereo not given)	5%	nt	0%
COc1cc(N=Nc2c(C)n(C)n(-c3ccccc3)c2=O)ccc1N	-24%	3%	-2%
O=C(O)c1cc2c(cc1Cl)N1CCCCCC1=NS2(=O)=O	7%	2%	22%
COc1ccc(-c2ncncc2-c2ccc(Cl)cc2)c(O)c1	-12%	8%	-9%
Cc1ccc(S(=O)(=O)c2nc(S(=O)(=O)c3ccccc3)sc2N2CCN(CCO)CC2)cc1	?	3%	-16%
CC(=O)C1=C(O)C(=O)N(Cc2cccnc2)C1c1ccc(C(C)C)cc1 (stereo not given)	-8%	2%	-26%
COc1nc(NCCN2CCOCC2)nc(Nc2ccc([N+](=O)[O-])cc2)n1	-5%	5%	-8%
COc1ccc(-c2nc(CN3CCN(C(=O)c4ccco4)CC3)c(C)o2)cc1OC	2%	7%	-11%
COc1cc(/C=C2\C(=O)N(C)C(=S)N2C)ccc1O	13%	3%	2%
COc1ccc2[nH]c3c(c2c1)CCN1C(=O)N([C@@H](C)C(=O)NCCc2ccc(F)cc2)C(=O)[C@]31C	?	nt	-1%
N#Cc1nc(-c2ccco2)oc1N1CCN(c2ccccc2)CC1	?	12%	0%
CC(C)=CCc1c(O)cc2occ(-c3ccc4c(c3)OCO4)c(=O)c2c1O	-1%	11%[56.1 µM]	nt

# Additional structures follow.
SMILES,N370S GC,TDP1 inh,FEN1 inhibitor
CN(C)c1ccc(-c2noc(C3CCN(S(=O)(=O)c4cccc(Cl)c4)CC3)n2)cc1,11%,1%,-22%
CNC(=O)[C@H](C)/C=C/C(NC(=O)OCc1ccccc1)c1ccc(C(=O)OC)cc1 (stereo not given in full),-11%,7%,nt
N#CC1(C#N)C(c2ccccc2)OC23CCCCC2C1(C#N)C(=N)O3 (stereo not given),?,-2%,-7%
O=C(COC(=O)CCSc1ccccc1)Nc1ccc(F)cc1Cl,2%,-11%,-22%
O=[N+]([O-])c1ccc(CN2CCOCCOCCOCC2)cc1,7%,-2%,8%
CCN(CC)CCN(C(=O)CCOc1ccccc1)c1nc2ccc(F)cc2s1,7%,6%,8%
COc1ccc(NC(=S)NCCc2ccc(Cl)cc2)c(OC)c1,?,9%,-22%
CCN(CC)c1ccc(Nc2nc(Cl)ncc2Br)cc1,-15%,nt,0%
Cc1ccccc1CNC(=O)CCC(=O)N1CCOc2ccccc21,5%,nt,-5%
C=CCSc1nc2c(c(=O)[nH]c(=O)n2C)n1C/C=C(/C)Cl,6%,-2%,7%
Cc1ccc(NC(=O)C[n+]2ccccc2)cc1[N+](=O)[O-],-15%,4%,-3%
N=c1c[n+](-c2ccc(Cl)cc2)[n-]o1,-2%,12%,6%
CC/C(=N\NC(=O)c1c[nH]c2ccccc12)c1cccs1,6%,3%,-6%
CC(C)CNC(=S)NC1CC2CCCC(C1)N2Cc1cccs1 (stereo not given),5%,-2%,-6%
Cc1ccc(Oc2nc(-c3cccnc3)nc3ccccc23)c([N+](=O)[O-])n1,2%,1%,-5%
COc1ccc(S(=O)(=O)Nc2cc(S(=O)(=O)c3ccccc3)c(O)c(C)c2C)cc1,nt,5%,-14%
CCOC(=O)C(NC(=O)c1ccccc1F)(Nc1cc(C)on1)C(F)(F)F (stereo not given),-10%,3%,-3%
Cc1ccc(CS(=O)(=O)c2ccccc2-c2nnc(-c3ccc(Cl)cc3)o2)cc1,6%,4%,1%
COc1ccc(S(=O)(=O)N2CCCCCC2)cc1C(=O)OCC(=O)NC1CCS(=O)(=O)C1 (stereo not given),nt,-3%,1%
O=C(c1ccc2c(c1)OCO2)N(c1ccc(Br)cc1)C1C=CS(=O)(=O)C1 (stereo not given),-6%,7%,12%
O=C(N[C@@H]1C/C=C\C[C@H](CC(=O)N(CCO)Cc2ccccc2)C(=O)NC[C@@H](c2ccccc2)OC1=O)OCC1c2ccccc2-c2ccccc21,nt,-1%,6%
COc1ccccc1-c1noc(-c2ccccc2)n1,7%,5%,-9%
CCOCC(=O)Nc1nc2ccc(OCC)cc2s1,5%,-11%,-2%
COc1ccc(C(=O)COC(=O)c2cc3ccccc3oc2=O)c(OC)c1,-15%,-4%,-14%
COc1ccc(CCCC(=O)O)c(C)c1,5%,3%,1%
O=C(NCCCN1CCOCC1)c1ccc2c(c1)N(Cc1cccc(F)c1)C(=O)c1ccccc1S2,?,4%,-2%
Cc1cc(C)c(C#N)c(SCC(=O)N2CCCCC2)n1,9%,0%,9%
COc1ccc(COC(=O)N/N=C2/C[C@@H](O)[C@@H](O)[C@@H]3[C@@H]4C(=O)N(C[C@@H]5CCCO5)C(=O)[C@H]4CC[C@@H]23)cc1,1%[12.8 µM],7%[21 µM],nt
COc1ccc2c(COC(=O)CNC(=O)C34CC5CC(CC(C5)C3)C4)cc(=O)oc2c1,5%,-3%,1%
Cc1cc(C)n(CCc2nc3c4ccccc4nc(SCc4ccc(Cl)cc4)n3n2)n1,nt,2%,0%
O=C(O)C1=C[C@H](C2CC2)C[C@H](OCCCCO)O1,-4%,0%,-6%
O=C(Nc1cc(C(F)(F)F)ccc1F)C1CCCCC1,-14%,-4%,6%
COc1ccc2c(c1OC)C(=O)OC2Nc1nc(-c2cc3cc([N+](=O)[O-])ccc3oc2=O)cs1 (stereo not given),-10%,-6%,-4%
COc1ccc(CCN(C)C(=O)Cn2c(=O)oc3ccccc32)cc1OC,-17%,nt,4%
CC(=O)c1cccc(NS(=O)(=O)c2c(C(=O)N3CCCCCC3)c(C)n(C)c2C)c1,nt,8%,-7%
COC(=O)c1ccc(CSC2=NC[C@@H]3[C@@H]4C(=O)N(C)C(=O)[C@@H]4[C@](Cc4ccccc4)(C(=O)OC)N23)cc1,nt,0%[56.1 µM],3%
O=C1C(=O)N(Cc2ccncc2)C(c2cccc(O)c2)/C1=C(\O)c1ccc2c(c1)OCCO2 (stereo not given),-3%,7%,5%
CCCOc1ccc(-c2nonc2NC(=O)c2cc(OC)c(OC)c(OC)c2)cc1OCCC,nt,5%,5%
CC(C)(C)NC(=O)CSc1nc2ccccc2c(=O)[nH]1,4%,4%,3%
CCOc1ccc(CNC(=O)c2ccc(Sc3ccc(C)cc3)c(NC(C)=O)c2)cc1,4%,-1%,-4%
CN(C)S(=O)(=O)c1ccc(Cl)c(NC(=O)CN2CCN(c3ccccn3)CC2)c1,-2%,nt,14%
CS(=O)(=O)NCCSCc1ccco1,-3%,nt,-3%
CCC[C@@H]1CC2=CC(=O)CC[C@]2(C)[C@H]2CC[C@@]3(C)[C@@H](CC[C@@]34CCC(=O)O4)[C@H]12,-6%,11%,nt
Cc1ccc2c(CC(=O)NCCc3ccc(S(N)(=O)=O)cc3)coc2c1,5%,nt,3%
COCc1cc(C)nc(SCc2ccc(Cl)cc2)c1C#N,?,nt,?
O=C(Nc1cc(Cl)ccc1N1CCOCC1)c1ccc(N2CCCC2=O)cc1,-22%,-1%,2%
COc1ccc(CNC(=O)c2cc3c(-c4ccc(Cl)cc4)nn(C)c3s2)cc1,nt,-9%,-21%
C=CCOC(=O)C1=C(C)NC(=O)NC1c1ccc(OCC)cc1 (stereo not given),2%,nt,11%

# Some of the entries so far, with values under each structure.
# Values run as follows: N370S GC, TDP1 inh, FEN1 inhibitor
- Cc1ccc2c(CC(=O)NCCc3ccc(S(N)(=O)=O)cc3)coc2c1
→ 5%, nt, 3%
- COCc1cc(C)nc(SCc2ccc(Cl)cc2)c1C#N
→ ?, nt, ?
- O=C(Nc1cc(Cl)ccc1N1CCOCC1)c1ccc(N2CCCC2=O)cc1
→ -22%, -1%, 2%

# New compounds follow
SMILES,N370S GC,TDP1 inh,FEN1 inhibitor
CCOC(=O)Cc1csc(NC(=O)C(C)(C)C)n1,-19%,5%,-4%
O=C1/C(=C/c2ccc(O)cc2)CCc2ccc([N+](=O)[O-])cc21,-15%,3%,-3%
CCOc1ccccc1NC(=O)NC1Cc2ccccc2C1,-15%,nt,-14%
CC(C)(C)C(=O)CN1C2=NCCCN2c2ccccc21,-5%,nt,0%
N=C1C(c2nc(-c3ccc(Br)cc3)cs2)=C(O)CN1NC(=O)c1ccc([N+](=O)[O-])cc1,-1%,3%,-1%
COc1cc(OC)cc(C(=O)NCC(=O)NCCN2C(=O)S/C(=C\c3ccccc3Cl)C2=O)c1,nt,4%,-3%
Cc1ccc(S(=O)(=O)N(CC(=O)Nc2ccc(Cl)cc2Cl)c2ccccc2C)cc1,nt,3%,7%
Cc1ccc2c(c1)sc(=NC(=O)C1CC1)n2C,-4%,5%,11%
